KB-3-1 tox: KB-3-1 parental cell cytotoxicity | Potency, µM (doses to about 46.1 µM), for inactives: at the highest dose activity change, negative = cytotoxic, actives largely listed as cytotoxic | 1.4% of 400,000 active | KB-3-1 viability, CellTiter-Glo ATP luminescence, 72 h; also: potency is read from the fitted curve at half-maximal effect; % is scaled to controls: 0 for no effect and ±100 for the full control effect; nearly all actives have a fitted effect of over 60% in size
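Here the drug-naive KB-3-1 line serves as comparator for MDR sub-line selectivity; cells received compound titrations, 72 h at 37 °C, then CellTiter-Glo readout.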
D3 ag: agonists of human D3 dopamine receptor; P35462; D3R DiscoveRx beta-arrestin cells, luminescence, 90 min; max activation, %; 0.58% of 410,000 active; AID 652048; in the data active = max activation above about 30%; also: 0% is about no effect; mostly tested at two doses, the higher about 12 µM
Target sequence (P35462 whole entry, looked up): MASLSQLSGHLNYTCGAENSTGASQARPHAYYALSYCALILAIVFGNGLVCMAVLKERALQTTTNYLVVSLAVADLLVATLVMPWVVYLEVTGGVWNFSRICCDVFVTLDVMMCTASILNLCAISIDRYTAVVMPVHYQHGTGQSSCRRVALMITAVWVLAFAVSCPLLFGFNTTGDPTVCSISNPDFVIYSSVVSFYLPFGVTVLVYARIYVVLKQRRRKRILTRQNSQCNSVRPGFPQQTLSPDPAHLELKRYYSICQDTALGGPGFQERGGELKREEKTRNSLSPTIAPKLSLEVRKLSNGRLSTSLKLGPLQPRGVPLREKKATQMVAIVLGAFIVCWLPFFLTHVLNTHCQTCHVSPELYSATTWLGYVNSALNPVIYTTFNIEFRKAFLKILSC
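Agonist mode: compounds and dopamine controls were applied to plated cells for 90 min at 37 degrees C after an overnight attachment at 1500 cells/well. Luminescent read-out followed 30 - 60 minutes at room temperature with DiscoveRx detection reagent.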
GLP1R cytotox: cytotoxicity in counter-screen for GLP-1R inverse agonists. 0.13% of 410,000 active. HEK293 cAMP-luciferase reporter cells, luminescence, 24 h. Potency, µM (highest dose often 38.3 µM), inactives show at the highest dose activity change, negative = inhibition, usual class: inhibitors. AID 624418;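 also: loss of luciferase light is scored as toxicity; potency is read from the fitted curve at half-maximal effect; % is scaled to controls: 0 for no effect and ±100 for the full control effect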
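Here, cytotoxicity is scored as loss of luminescence. The MLSMR collection was tested on cells seeded in medium containing 10% Nu serum, with a 24 hr compound exposure preceded by 12 hours of culture.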
IL-1B inflam inh: blocks inflammasome-driven IL-1 beta release; THP-1 LPS/ATP IL-1B secretion, AlphaLISA, 16 h; active compounds read low; activity change, % at 57.5 µM; 4.7% of 360,000 active; in the data active = activity change below about -50%; inconclusive = mostly about -30% to -49%; also: % is scaled to controls: 0 for no effect and ±100 for the full control effect
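THP-1 cells pretreated 1 hr with compounds (up to 57.5 uM final), then stimulated with LPS (250 ng/mL final) plus ATP (1.25 mM final); secreted IL-1B measured by AlphaLISA after 16 hr, decreased signal indicating inhibition.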
SW480 rereplic: DNA re-replication induction in SW480 cells. 1.8% of 340,000 active. SW480 DNA re-replication, Hoechst DNA content imaging, 48 h. Potency, µM (titrated, usually from 46.1 µM), inactives show top-dose re-replication activation, actives largely listed as activators. AID 624297; also: potency is read from the fitted curve at half-maximal effect; % of control where 0% means no effect; nearly all actives have a fitted effect of over 55% in size
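Compounds, transferred as 23 nL by pin tool, were incubated with cells for 48 hr; DNA content per nucleus was then quantified by Hoechst staining and fluorescence plate imaging.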
MCF10A rereplic: inducers of DNA re-replication in MCF 10A breast cells; MCF 10A DNA re-replication, Hoechst nuclear intensity, 48 h; Potency, µM (series often up to 46.1 µM), for the others: at the highest dose activity, positive = re-replication, most hits filed as activators; 2.9% of 350,000 active; also: potency is read from the fitted curve at half-maximal effect; % of control where 0% means no effect; nearly all actives have a fitted effect of over 50% in size
KB-V1 MDR tox: KB-V1 MDR subline cytotoxicity; KB-V1 MDR cells viability, CellTiter-Glo, 72 h; Potency, µM (series often up to 46.1 µM), without a hit: top-dose activity change, negative = cytotoxicity, most hits filed as cytotoxic; 3.4% of 400,000 active; AID 1347076; also: potency is read from the fitted curve at half-maximal effect; % is scaled to controls: 0 for no effect and ±100 for the full control effect; nearly all actives have a fitted effect of over 60% in size
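Cytotoxicity toward P-gp-expressing KB-V1 cells was determined as loss of CellTiter-Glo luminescence after 72 h at 37 degrees C. Compounds were tested in quantitative HTS format across a concentration range, with curves fitted to normalized data.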
HT1080 IDH1KD tx: toxicity to HT-1080 IDH1 knockdown cells (counter line). HT-1080 IDH1 knockdown viability, ATP luminescence, 48 h. 2% of 360,000 active. Potency, µM (top dose mostly 46.1 µM), without a hit: top-dose activity, negative = toxicity, usual class: cytotoxic. AID 686971;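 also: potency is read from the fitted curve at half-maximal effect; 0% = DMSO wells and -100% = cell-free medium wells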
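After a 2 h attachment period, IDH1KD HT-1080 cells took pin-transferred compound for 48 h at 37 °C; ATP-based luminescence after 10 min room-temperature reagent incubation reported viability.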
HT1080-NT tox: kills 2HG-producing HT-1080-NT fibrosarcoma cells; HT-1080-NT fibrosarcoma viability, CellTiter-Glo ATP luminescence, 48 h; 1.6% of 360,000 active; Potency, µM (series often up to 46.1 µM), for inactives: at the top dose activity, negative = less viability, usual class: cytotoxic;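 also: NT is the 2HG producing partner of a matched IDH1 knockdown line; potency is read from the fitted curve at half-maximal effect; 0% = DMSO-treated cells and -100% = media-only wells without cells; nearly all actives have a fitted effect of over 55% in size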
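Read-out is CellTiter-Glo luminescence after 10 minutes at room temperature, following 48 hours' compound treatment of HT-1080-NT cells (750 cells/well, RPMI, 5% FBS, 37 degrees C).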
Numbers without * were called inactive; ? = inconclusive; / = no result given; & = joins results of further samples; [ ] = dose if it differs, or a comment. Unless noted, calls follow the shape of the dose curve; as a rule, active = well fitted curve in the direction sought with a large enough effect; inconclusive = small, poorly fitted or top-dose-only effect, or another doubt; inactive = no such curve, though single readings can be large; an effect the other way counts as inactive or inconclusive.

Abbreviations – A = KB-3-1 tox; B = D3 ag; C = GLP1R cytotox; D = IL-1B inflam inh; E = SW480 rereplic; F = MCF10A rereplic; G = KB-V1 MDR tox; H = HT1080 IDH1KD tx; I = HT1080-NT tox
mol: CC1Cn2c(nnc2-c2cccc(N)c2)S1 (configuration not stated)
  A = 11%	B = 6	C = -7%	D = -4	E = 4%	F = -5%	G = 9%	H = 4%	I = 0%
mol: O=C(CC1NCCNC1=O)Nc1ccc(Cl)c(Cl)c1 (configuration not stated)
  A = 13%	B = 1	C = 2%	D = 5	E = -134%[inhibitor]	F = 1%	G = 11%	H = 14%	I = 10%
mol: O=S(=O)(NCCc1ccccc1)c1ccc(N2CCCCS2(=O)=O)cc1
  A = -21%	B = 2	C = 4%	D = /	E = /	F = /	G = 5%	H = /	I = /
mol: COc1ccccc1NC(=O)Nc1nnc(Cc2ccc(F)cc2)s1
  A = -1%	B = -2	C = -2%	D = 29	E = 2%	F = ?	G = -25%	H = ?	I = ?
mol: COc1ccc(CN2CCN(Cc3cn(C)nc3-c3ccccc3)CC2CCO)c(C)c1C (configuration not stated)
  A = 0%	B = -2	C = 0%[7.66 µM]	D = -58*	E = 10%	F = ?	G = 7%	H = 0%	I = -3%
mol: COC(=O)c1c(NC(=O)c2ccco2)sc(C(=O)Nc2ccc(F)cc2)c1C
  A = 0%	B = 21	C = 0%	D = 34	E = -5%	F = -1%	G = 2%	H = 0%	I = 5%
mol: NS(=O)(=O)c1ccc(N=Nc2ccc(O)c3ncccc23)cc1
  A = ?	B = 3	C = ?	D = 60	E = ?	F = ?	G = -2%	H = 23µM*	I = ?
mol: Cc1[nH]c(=O)[nH]c(=O)c1NS(=O)(=O)c1ccc2c(c1)CCCC2
  A = -5%	B = -9	C = 64%	D = 4	E = 25%	F = 5%	G = 1%	H = -6%[9.24 µM]	I = ?
mol: CC1(c2ccc(Cl)cc2)NC(=O)N(CC(=O)N2CCc3ccccc32)C1=O (configuration not stated)
  A = -18%	B = 1	C = -12%	D = 13	E = -29%	F = 0%	G = ?	H = -9%	I = -1%
mol: O=[N+]([O-])c1ccc2nc(CCCc3nc4ccc([N+](=O)[O-])cc4[nH]3)[nH]c2c1
  A = -1%	B = -1	C = 0%	D = 54	E = -4%	F = -12%	G = 11%	H = 3%	I = 3%

Arranged by molecular weight (lowest first): some entries from above
Abbreviations – A = KB-3-1 tox; B = D3 ag; C = GLP1R cytotox; D = IL-1B inflam inh; E = SW480 rereplic; F = MCF10A rereplic; G = KB-V1 MDR tox; H = HT1080 IDH1KD tx; I = HT1080-NT tox
mol: CC1Cn2c(nnc2-c2cccc(N)c2)S1 (configuration not stated)
  A = 11%	B = 6	C = -7%	D = -4	E = 4%	F = -5%	G = 9%	H = 4%	I = 0%
mol: O=C(CC1NCCNC1=O)Nc1ccc(Cl)c(Cl)c1 (configuration not stated)
  A = 13%	B = 1	C = 2%	D = 5	E = -134%[inhibitor]	F = 1%	G = 11%	H = 14%	I = 10%
mol: COc1ccccc1NC(=O)Nc1nnc(Cc2ccc(F)cc2)s1
  A = -1%	B = -2	C = -2%	D = 29	E = 2%	F = ?	G = -25%	H = ?	I = ?
mol: O=S(=O)(NCCc1ccccc1)c1ccc(N2CCCCS2(=O)=O)cc1
  A = -21%	B = 2	C = 4%	D = /	E = /	F = /	G = 5%	H = /	I = /

Going on with the list.
Abbreviations – A = KB-3-1 tox; B = D3 ag; C = GLP1R cytotox; D = IL-1B inflam inh; E = SW480 rereplic; F = MCF10A rereplic; G = KB-V1 MDR tox; H = HT1080 IDH1KD tx; I = HT1080-NT tox
mol: COc1ccc(CC(=O)NCC2CCCN(Cc3cccc(C(F)(F)F)c3)C2)cc1 (configuration not stated)
  A = ?	B = -8	C = -27%	D = -14	E = 2%	F = ?	G = 4%	H = -16%	I = ?
mol: Cc1ccc(NC(=O)CSc2n[nH]c(N)n2)cc1S(=O)(=O)N1CCOCC1
  A = 22%	B = 3	C = -12%	D = -18	E = -2%	F = 2%	G = 0%	H = 14%	I = 13%
mol: COc1cc2c(cc1OC)C(c1ccccc1OC(C)C)CC(=O)N2 (configuration not stated)
  A = -25%	B = 2	C = -2%	D = 60	E = 1%	F = 8%	G = -6%	H = 24%	I = 6%
mol: N#Cc1cn(Cc2ccco2)c(=O)[nH]c1=O
  A = 0%	B = -1	C = -1%	D = 9	E = -3%	F = 2%	G = ?	H = -2%	I = 2%
mol: CCOc1ccc(-c2nc(SCC(=O)c3ccccc3)n[nH]2)cc1
  A = ?	B = -11	C = -6%	D = /	E = /	F = /	G = -6%	H = /	I = /
mol: O=C(NCC1CCCO1)c1cnn2c1NC(c1ccccc1)CC2C(F)(F)F (configuration not stated)
  A = -1%	B = -4	C = 4%	D = -6	E = 0%	F = -4%	G = 2%	H = 7%	I = 5%
mol: O=C(COC(=O)c1ccccc1)Nc1ccc2[nH]c(=O)[nH]c2c1
  A = 7%	B = -3	C = 7%	D = 31	E = -114%[inhibitor]	F = ?	G = ?	H = 15%	I = 19%
mol: Nc1sc(-c2ccccc2)cc1C(=O)N1CCNCC1
  A = -11%	B = -21	C = -1%	D = ?	E = /	F = /	G = -1%	H = 3%	I = 3%
mol: COc1cc(/C=C\C(=O)NCc2ccc3c(c2)cc(C)n3C)cc(OC)c1OC
  A = 2%	B = -11	C = 5%	D = -28	E = -13%	F = -15%	G = 8%	H = 1%	I = 0%
mol: O=c1nc(Nc2ccc(OCc3ccccc3)cc2)sc2ncccc12
  A = ?	B = -6	C = 1%	D = 16	E = ?	F = 2%	G = -11%	H = ?	I = ?
mol: CCN1C(=O)[C@H]2[C@@H](c3ccc(-c4cccc(Cl)c4)c(OC)c3)N[C@@](C)(C(=O)OC)[C@H]2C1=O
  A = ?	B = -15	C = 5%	D = -7	E = 9%	F = -15%	G = -5%	H = -4%	I = -1%
mol: Cc1nn2cc(-c3ccccc3)nc2[nH]c1=O
  A = 7%	B = 3	C = 305%[activator]	D = 28	E = 2%[9.22 µM]	F = -1%	G = 14%	H = 12%	I = 14%
mol: CC(C)NC(=O)c1ccccc1NC(=O)C1CCCO1 (configuration not stated)
  A = -17%	B = 2	C = -5%	D = 24	E = -1%	F = -18%	G = 28%	H = 1%	I = 6%
mol: CSCCC(NC(=O)COc1ccccc1)C(=O)N(C)Cc1ccc(SC)cc1 (configuration not stated)
  A = -12%	B = 1	C = -4%	D = -16	E = -2%	F = 7%	G = -11%	H = 2%	I = -1%
mol: COc1ccc(-c2nnc(SCC(=O)NC(=O)Cc3ccccc3)n2C)cc1
  A = -1%	B = -1	C = 0%	D = 26	E = ?	F = -3%	G = -13%	H = 0%	I = -1%
mol: COc1cc(C=O)ccc1OS(=O)(=O)c1ccc(NC(C)=O)cc1
  A = -7%	B = 11	C = -14%	D = 47	E = 3%	F = 12%	G = -17%	H = 8%	I = 0%
mol: COc1ccccc1-c1nnc(C2CCN(C(=O)c3ccccc3C)CC2)o1
  A = 10%	B = 9	C = 1%	D = /	E = /	F = /	G = -3%	H = /	I = /
mol: Cc1cccc(N2CCN(C(=O)C3CCC(CNS(=O)(=O)c4ccc(Br)s4)CC3)CC2)c1C (configuration not stated)
  A = 1%	B = 6	C = 1%	D = /	E = /	F = /	G = 13%	H = /	I = /
mol: CN(C)CCCNC(=S)NCCNc1nc2cc3c(cc2cc1C#N)OCO3
  A = -13%	B = 4	C = 86%[activator]	D = -3	E = 15µM*	F = 21µM*	G = -26%	H = -4%	I = -1%
mol: CN1CCN(C(=O)C2CCC(CNS(=O)(=O)c3cccc4cccnc34)CC2)CC1 (configuration not stated)
  A = -11%	B = -1	C = 12%	D = 7	E = -3%	F = ?	G = 8%	H = 2%	I = 0%
mol: O=c1[nH]nc(Cc2ccc(Cl)cc2Cl)c2ccccc12
  A = -15%	B = 0	C = -4%	D = -10	E = -11%[9.22 µM]	F = -1%	G = ?	H = -11%	I = -5%
mol: O=C(CN1C(=O)c2ccccc2S1(=O)=O)Nc1ncccn1
  A = ?	B = 1	C = 9%	D = 15	E = 1%	F = 4%	G = 28%	H = -7%	I = -2%
mol: CCc1cc(=O)oc2c3c(cc(OCC(=O)NCc4ccccn4)c12)OC(C)(C)CC3
  A = 0%	B = 6	C = -8%	D = -22	E = 2%	F = ?	G = ?	H = -3%	I = 0%
mol: CN(C)Cc1nnnn1-c1ccccc1
  A = 12%	B = 10	C = -8%	D = 18	E = -142%	F = -4%	G = -5%	H = 14%	I = 16%
mol: O=C(NNc1cccc(Cl)c1)c1cccnc1Oc1ccccc1
  A = 0%	B = -2	C = 5%	D = /	E = -27%	F = ?	G = -25%	H = 6.5µM*	I = ?
mol: COC(=O)c1ccccc1NC(=O)C1CC=CCC1C(=O)O (configuration not stated)
  A = 4%	B = -4	C = 1%	D = 20	E = -12%	F = 7%	G = 17%	H = 14%	I = 1%
mol: Cc1cc(C)nc(SCCCNCc2c(F)cccc2Cl)n1
  A = -12%	B = -14	C = 1%	D = -22	E = 13%	F = 1%	G = -16%	H = 1%	I = -6%
mol: O=C(Cn1ccnc1[N+](=O)[O-])NCc1ccccc1
  A = 0%	B = 10&-6	C = 6%	D = 14	E = -66%&2%[inhibitor]	F = -21%&3%	G = 0%	H = 9%	I = -2%
mol: COc1ccc(N2C(=O)CSC2c2cccc(F)c2)c(OC)c1 (configuration not stated)
  A = -16%	B = -5	C = 7%	D = 0	E = 1%	F = -2%	G = -12%	H = -2%	I = -5%
mol: Cc1cccc(C)c1NC(=O)C(C)N1CCCC1 (configuration not stated)
  A = -6%	B = 3	C = -4%	D = -14	E = -3%	F = 0%	G = -2%	H = 0%	I = 0%
mol: Cc1c(-c2ccccc2)sc(N)c1C(=O)N1CCOCC1
  A = -1%	B = -3	C = 15%	D = -16	E = -2%	F = 1%	G = 4%	H = 8%	I = -3%
mol: FC(F)(F)c1ccc(/C=N/n2c(COc3ccccc3)n[nH]c2=S)cc1
  A = -6%	B = -3	C = -22%	D = 33	E = -1%	F = 7%	G = ?	H = -8%	I = -4%
mol: S=C(NCc1ccc(Cl)cc1)Nc1ccc(Cl)cc1Cl
  A = -10%	B = 2	C = 11%	D = -1	E = -1%	F = ?	G = -4%	H = -6%	I = -17%
